From PubChem BioAssay
IL1B secr inh – inhibitors of inflammasome signaling (IL-1 beta secretion); THP-1 LPS/ATP IL-1B secretion, AlphaLISA, 16 h; hits give low values; activity change, % at 57.5 µM; actives 4.7% (n = 360,000); in the data active = activity change below about -50%; inconclusive = mostly about -30% to -49%; note: % is set by controls: 0 for no effect and ±100 for the full control effect
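THP-1 cells pretreated 1 hr with compounds (up to 57.5 uM final), then stimulated with LPS (250 ng/mL final) plus ATP (1.25 mM final); secreted IL-1B measured by AlphaLISA after 16 hr, decreased signal indicating inhibition.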
TGFb inhibitor – inhibitors of TGF-b signaling; HepG2 CAGA-GFP TGF-b/SMAD3 reporter, GFP fluorescence, 18 h; TGF-beta stimulated, 500 pg/mL final; Potency, µM (highest dose often 46.1 µM), for inactives: top-dose activity, negative = inhibition, usual class: inhibitors; actives 1.2% (n = 410,000); AID 588855; note: potency is the fitted concentration of half-maximal effect; % is set by controls: 0 for no effect and ±100 for the full control effect; nearly all actives have a fitted effect of over 65% in size
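First, reporter cells (HEPG2 CAGA-GFP) rested 2 h at 37 degrees C. Next, compounds were pinned in and TGF-beta added to 500 pg/mL final. After 18 h, GFP was imaged per cell and summed per well.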
HepG2 tox – counter-screen for TGF-b inhibitors: cytotoxicity in HepG2 cells. HepG2 CAGA-GFP viability, ATP luminescence, 18 h. Potency, µM (top dose mostly 46.1 µM), inactives show top-dose activity change, negative = cytotoxicity, most hits filed as cytotoxic. actives 0.76% (n = 410,000). AID 588856; note: potency is the fitted concentration of half-maximal effect; some results filed as inactive show a strong effect at the top dose
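CellTiter-Glo luminescence gave cytotoxicity after 18 hours at 37 degrees C. The cells were HepG2 CAGA-GFP in 1% FBS DMEM, stimulated with 500 pg/mL TGF-beta after compound addition. %Activity was normalised to no-cell wells (complete cell-killing) and DMSO (no toxicity), and curves were fitted and classified.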
ATXN2 expr inh – reduces ATXN2 reporter expression in HEK-293 cells | Potency, µM (titrated, usually from 57 µM), for inactives: top-dose activity change, negative = inhibition, actives largely listed as inhibitors | HEK-293 ATXN2-luciferase reporter, luminescence, 24 h | AID 1745845 | actives 0.72% (n = 360,000); note: potency is the fitted concentration of half-maximal effect; % is set by controls: 0 for no effect and ±100 for the full control effect; nearly all actives have a fitted effect of over 55% in size
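ATXN2-luciferase reporter cells (luciferase flanked by upstream and downstream ATXN2 gene portions) were treated 24 h at 37 °C with compounds at up to 57 uM. SteadyGlo luminescence gave expression; GF-AFC fluorescence gave viability.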
MCF10A rereplic – induces DNA re-replication in MCF 10a normal breast cells; MCF 10A DNA re-replication, Hoechst nuclear intensity, 48 h; Potency, µM (doses to about 46.1 µM), inactives show top-dose activity, positive = re-replication, usual class: activators; actives 2.9% (n = 350,000); note: potency is the fitted concentration of half-maximal effect; % of control where 0% means no effect; nearly all actives have a fitted effect of over 50% in size
Nrf2 activator – Nrf2 pathway activation; AREc32 ARE-luciferase reporter (MCF7-derived line), luminescence, 24 h; Potency, µM (highest dose often 46.1 µM), inactives show at the top dose activation, usual class: activators; actives 0.31% (n = 410,000); AID 624171; note: potency is the fitted concentration of half-maximal effect; % of control where 0% means no effect; nearly all actives have a fitted effect of over 65% in size
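Each well held 1000 AREc32 cells, which were incubated with compound for 24 hr at 37 deg C after overnight attachment, and ARE reporter activity was quantified by firefly luciferase luminescence.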
A549 tox – A549 cytotoxicity, counter-screen for Nrf2 inhibitors; AID 504648; A549 ARE-Fluc cells, CellTiter-Fluor viability, 18-24 h; actives 0.16% (n = 390,000); Potency, µM (doses to about 46 µM), without a hit: top-dose activity change, negative = cytotoxicity, most hits filed as inhibitors; note: potency is the fitted concentration of half-maximal effect; % is set by controls: 0 for no effect and ±100 for the full control effect
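Cytotoxicity counterscreen: CellTiter-Fluor fluorescence was measured in A549 ARE_Fluc cells after 18-24 h of compound exposure in a concentration series. The subsequent BugLite luminescent read reports ARE-luciferase activity.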
ATXN viability – viability counter-screen for ATXN expression inhibitors | actives 0.49% (n = 400,000) | S2 cells (HEK-293 line with an ATXN2-luciferase reporter) viability, CellTiter-Fluor protease fluorescence, 24 h | Potency, µM (doses to about 56.7 µM), usual class: cytotoxic | AID 651635; note: potency is the fitted concentration of half-maximal effect; nearly all actives have a fitted effect of over 40% in size
Nrf2 block – blocks Nrf2 signaling | A549 ARE-Fluc reporter, luciferase luminescence, 18-24 h | Potency, µM (doses to about 46 µM), without a hit: top-dose activity change, negative = inhibition, hits mostly inhibitors | actives 2.1% (n = 360,000); note: potency is the fitted concentration of half-maximal effect; % is set by controls: 0 for no effect and ±100 for the full control effect; nearly all actives have a fitted effect of over 60% in size
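A549 ARE_Fluc cells, 5000/well, 5% FBS OPTI-MEM; compounds in dose-response, 18-24 h at 37 °C/5% CO2; CellTiter-Fluor viability read (Ex 405/Em 525), then BugLite luciferase luminescence = Nrf2 activity.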
* marks the source's active call; other numbers are inactive results; i = inactive; ? = inconclusive; nt = not tested or not shown; [ ] = remark or other dose. Unless noted, calls come from the whole dose curve; as a rule, active = well fitted curve in the direction sought with a large enough effect; inconclusive = small, poorly fitted or top-dose-only effect, or another doubt; inactive = no such curve, though single readings can be large; an effect the other way counts as inactive or inconclusive.

| structure | IL1B secr inh | TGFb inhibitor | HepG2 tox | ATXN2 expr inh | MCF10A rereplic | Nrf2 activator | A549 tox | ATXN viability | Nrf2 block |
| --- | --- | --- | --- | --- | --- | --- | --- | --- | --- |
| O=C(CSc1n[nH]c(=O)n1C1CC1)c1c[nH]c2ccccc12 | 0 | 4% | 1% | 35% | 13% | 5.7% | -1% | i | 19% |
| CC(C)(CNC(=O)CC1C(=O)NCCN1Cc1cccc(F)c1)N1CCOCC1 (stereo not given) | -9 | 5% | -1% | -5% | -4% | -0.9% | 5% | i | 12% |
| Cc1noc(C)c1C(=O)Nc1ccc(C#N)cc1 | 7 | -16% | -17% | -3% | -13% | -0.9% | 0% | i | 13% |
| CCc1ccc([C@@H]2CC=C(C(=O)O)[C@H](c3ccc(C)cc3)N2S(=O)(=O)c2ccc(C)cc2)cc1 | 51 | ? | -27% | -14% | -34% | 4.2% | ? | ? | ? |
| COC(=O)c1ccc(N2C(=O)C3CC=CC(C)C3C2=O)cc1 (stereo not given) | 19 | 4% | 1% | 6% | -35%[inhibitor] | -0.3% | -9% | i | -16% |
| Cn1c(=O)c2ncn(CC(=O)N/N=C/C=C/c3ccccc3)c2n(C)c1=O | 38 | -2% | -112% | -9% | 0% | 0.8% | 3% | i | 1% |
| Cc1ccc(N=CC2=C(O)CC(c3cccc(Cl)c3)CC2=O)cc1 (stereo not given) | -3 | 4% | -70% | -9% | 2% | -0.3% | 3% | i | -2% |
| O=C(CSc1nc2ccccc2n1Cc1ccc(F)cc1)N1CCN(c2ccc(F)cc2)CC1 | nt | 1% | 7% | 2% | nt | -0.1% | -3% | i | nt |
| CCOc1ccc(S(=O)(=O)NNC(=S)Nc2ccc(Br)cc2)cc1 | -2 | -24% | -85% | -8% | ? | 1.7% | 11% | i | -10% |
| O=C(c1ccc(N2CCCC2=O)cc1)N1CCCCCC1 | -9 | 9% | -21% | 4% | -1% | -0.5% | 1% | i | -5% |
| COc1ccc(NC(=O)C2Cc3ccccc3CN2C(=O)c2ccccc2)cn1 (stereo not given) | 0 | 0% | -16% | 23% | 4% | -0.5% | -12% | i | -9% |
| Cc1cc(NC(=O)[C@H](C)NC(=O)c2ccco2)ccc1Br | -2 | -21% | -17% | nt | -14% | 6.6% | 0% | i | ? |
| COc1ccc(OCCSc2nc(N)cc(=O)[nH]2)cc1 | 25 | -6% | 3% | nt | -1% | 5.8% | 0% | i | -2% |
| COc1ccc2c(=O)cc(C(=O)O)oc2c1 | 6 | -21% | 1% | -28% | -1% | -0.9% | -7% | ? | -2% |
| COC(=O)c1cc(Br)c(=O)n(CCc2ccc(F)cc2)c1 | 13 | 6% | -2% | 1% | 5% | 0.3% | 8% | i | nt |
| COc1ccc(/C=N/Nc2cc(C)nc3ccc(Br)cc23)cc1 | -101* | 11µM* | 6.3µM* | ? | 12µM* | -2.2% | ? | ? | ? |
| Cc1ccc(S(=O)(=O)/N=C(/c2ccc(F)cc2)N2CCCCC2)cc1 | -5 | 16% | 22% | -3% | 9% | -0.7% | 4% | i | -1% |
| CCN(C(=O)COC(=O)c1ccc(F)c(S(=O)(=O)N2CCOCC2)c1)C1CCS(=O)(=O)C1 (stereo not given) | i | -16% | 8% | -2% | -5% | 1.5% | 7% | i | 25% |
| CCc1cc(=O)oc2c3c(cc(OCC(=O)NCc4cccnc4)c12)OC(C)(C)CC3 | -1 | -3% | -18% | -18% | -37%[inhibitor] | 4.5% | 5% | i | -21% |
| CCc1ccccc1N1CC(C(=O)Nc2cc(C)on2)CC1=O (stereo not given) | 12 | -4% | 4% | -9% | -4% | 1.1% | 7% | i | 2% |
| CC(C)NCc1cc(Br)ccc1OCc1ccccc1 | ? | -12% | -23% | nt | 1% | -2.0% | -1% | ? | 11% |
| O=C1CCC(C(=O)OCc2nnc(-c3ccc(Br)cc3)o2)=NN1 | 7 | 1% | -8% | 9% | 1% | 2.9% | 0% | i | ? |
| Cc1cccc(NC(=O)c2nc[nH]c2C(=O)NCC(=O)OCc2ccccc2)c1 | 5 | -4% | -3% | -11% | 22% | 4.1% | -1% | i | 11% |
| COc1ccc(NC(=O)c2oc3ccccc3c2NC(=O)Cc2coc3ccc(C)cc23)cc1 | nt | 3% | -55% | 28% | nt | 3.4% | -8% | i | -20% |
| Cc1ccc(-n2nc3c(=O)n(CCCC(=O)NCCc4ccccc4C)nc(C)c3c2C)cc1 | ? | -24% | 1% | -25% | 1% | 0.4% | 1% | i | 21% |
| NC(CS(=O)O)C(=O)O (stereo not given) | 14 | 4% | 9% | 1% | -8% | 0.7% | -9% | i | -3% |
| CSc1nc(Cl)c(Br)c(Nc2c[nH]c(=O)[nH]c2=O)n1 | 13 | 19% | -2% | 4% | ? | 5.2% | 4% | i | -17% |
| Cc1nnc(-c2cccc(Br)c2)c2cn(-c3cccc(Br)c3)nc12 | 0 | 0% | -14% | -11% | ? | 6.5% | -3% | i | -16% |
| Cc1ccc(NC(=O)CSc2cn(CC(=O)N3CCCC3)c3ccccc23)cc1Cl | nt | 0% | -26% | nt | nt | -0.1% | -1% | nt | ? |
| O=S(=O)(/N=C(/c1ccccc1)N1CCOCC1)c1ccc(Br)cc1 | -8 | -1% | 1% | -4% | -25% | -0.7% | -1% | i | 0% |
| CCNc1nc(NCC)nc(N(CC)C(N)=S)n1 | 11 | 6% | 8% | -20% | -9% | 0.5% | 6% | i | -14% |
| C=CCN1CN(S(=O)(=O)c2ccc(OC)cc2)c2nc3ccccc3nc21 | 13 | -2% | -7% | -9% | 18% | -0.6% | -12% | i | ? |
| Cc1ccc(NNC(=S)Nc2ccc(C(C)C)cc2)c(C)c1 | -109* | ? | -14% | 1% | 7.3µM* | 4.9% | 1% | i | ? |
| COc1ccc(CCNc2nc(-c3ccco3)cc(C(F)(F)F)n2)cc1OC | -8 | 0% | -21% | -6% | 2% | 0.1% | -4% | i | -8% |
| O=C(O)CCC(=O)NCc1ccc(C(=O)O)cc1 | 17 | -5% | 3% | -2% | -1% | -0.3% | 0% | i | 2% |
| COc1ccc(N2CCN(C(=O)CCc3c(C)nc4cc(-c5ccc(Cl)cc5)nn4c3C)CC2)cc1 | nt | 0% | -18% | -24% | nt | -2.2% | 12% | i | ? |
| OCC(CO)(CO)N=Cc1c(O)ccc2ccccc12 | 22 | -1% | 0% | -20% | 8.2µM* | 2.7% | -14% | ? | ? |
| COc1ccc(OC)c(CCNc2nc3cc(OC)c(OC)cc3c3nc(-c4cccnc4)nn23)c1 | nt | 5% | 3% | nt | nt | -0.4% | 4% | nt | 9% |
| CC(C)OCCCNc1nc(-c2ccccc2)nc2ccccc12 | 0 | ? | -45% | nt | -1% | 7.4% | 4% | i | ? |
| CCS(=O)(=O)N1CCN(C2CCC(C)CC2)CC1 (stereo not given) | -1 | -5% | -6% | -4% | 5% | 0.1% | 7% | i | 9% |
| O=C(CN1C(=O)c2ccccc2C1=O)Nc1cccc2cccnc12 | 39 | 4% | 15% | 5% | 4% | -0.3% | -6% | i | 2% |
| CS(=O)(=O)N(CC(=O)NC1CCCCC1)c1cccc(Cl)c1 | 6 | 0% | 27% | -19% | ? | 0.0% | 6% | i | 1% |
| Cc1nn(C)c(C)c1NC(=O)CSc1nc(-c2ccccc2F)nc2c1cnn2-c1ccccc1 | 30 | 9% | 8% | nt | 12% | -0.9% | 10% | i | 1% |
| Cc1ccc(-c2cc(C(=O)N3CCC(C)CC3)c3ccccc3n2)cc1 | 5 | ? | -37% | 2% | ? | 2.7% | -9% | i | -18% |
| Cc1c(-n2cccc2C=O)cccc1[N+](=O)[O-] | 42 | -4% | -4% | 0% | 0% | 0.1% | 13% | i | 2% |
| CC(OC(=O)Cn1cc(C(F)(F)F)ccc1=O)C(=O)NC(C)c1ccc(Cl)cc1Cl (stereo not given) | 13 | -13% | -5% | -9% | 8% | -1.1% | 1% | i | 0% |
| C[C@@H]1NC(=O)N(CCCn2ccnc2)C1=O | 17 | 24% | -5% | nt | 6% | 0.2% | 7% | i | 7% |
| COc1ccccc1NC(=O)c1ccc(NC(=O)COC(=O)c2cccnc2Cl)cc1 | -3 | -1% | -13% | 2% | -5% | 2.2% | -2% | i | -28% |
| COc1cc(Cl)c(C)cc1Nc1c2c(nc3ccccc13)CCC2 | nt | 16µM* | 11µM* | ? | nt | 0.5% | ? | 14µM* | 4%[9.27 µM] |
| O=C(CN1C(=O)CCC1=O)Nc1nc(-c2cccs2)cs1 | -1 | -7% | -8% | -4% | -6% | 15% | 11% | i | 12% |
| O=C(Nc1ccc(Cl)cc1)N1CCCN(Cc2ccc(F)cc2)C1 | ? | ? | 11µM* | ? | 21µM* | 3.6% | 7% | ? | nt |
| CCOC(=O)c1cnc2ccc(C(=O)OC)cc2c1NCCc1ccc(OC)c(OC)c1 | 35 | ? | -3% | -18% | 3% | 0.2% | 0% | ? | 4% |
| CCN1CCN(Cc2nnc(-c3ccccc3)o2)CC1 | -6 | 3% | 10% | nt | 0% | 0.2% | 9% | i | 6% |
| CCn1cc(C(=O)NCCc2ccc(Cl)cc2)c(=O)c2cc(S(=O)(=O)N3CCC(C)CC3)ccc21 | nt | -2% | -9% | 6% | nt | 0.6% | 3% | i | 28% |
| CN(C)C(C)(C)C#CCC(c1ccccc1)c1ccccc1 | -17 | -13% | -20% | -9% | 1% | -1.2% | -1% | i | 7% |

Laid out differently: results already given.
> COc1ccc(CCNc2nc(-c3ccco3)cc(C(F)(F)F)n2)cc1OC
  IL1B secr inh = -8
  TGFb inhibitor = 0%
  HepG2 tox = -21%
  ATXN2 expr inh = -6%
  MCF10A rereplic = 2%
  Nrf2 activator = 0.1%
  A549 tox = -4%
  ATXN viability = i
  Nrf2 block = -8%
> O=C(O)CCC(=O)NCc1ccc(C(=O)O)cc1
  IL1B secr inh = 17
  TGFb inhibitor = -5%
  HepG2 tox = 3%
  ATXN2 expr inh = -2%
  MCF10A rereplic = -1%
  Nrf2 activator = -0.3%
  A549 tox = 0%
  ATXN viability = i
  Nrf2 block = 2%
